From PubChem
TAG inh = inhibitors of triacylglycerol accumulation, primary screen, cell-based, uHTS, fluorescence, H9c2. H9c2 cells, Nile Red lipid (TAG) fluorescence; cells loaded with 200 µM oleic acid. inhibition, % at 12.5 µM. 0.66% of 230,000 active. AID 651582, 2012;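 active means pattern-corrected inhibition of lipid staining of at least 50% with the nuclear-stain viability signal not falling by more than 50%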;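 further: 0% = DMSO wells and 100% = triacsin C control wells; some results filed as inactive read as strong as hits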
TAG inh DAPI viability = also measured in TAG inh; calls as there; DAPI nuclei signal change (viability), lower = more cytotoxic, %;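 whole-well DAPI fluorescence read on a plate reader as a viability signal; minus 50 percent equals half of cells still viable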
Active calls of the source: *. Some of the compounds tested; count on the stated rates, not on these rows.

SMILES	TAG inh	TAG inh DAPI viability
COc1ccc(Nc2nc(C(=O)N3CCc4cc(OC)c(OC)cc4C3)cs2)cc1	16	-6
CC1CCc2cc(F)ccc2N1C(=O)c1cccs1 (stereo not drawn)	-5	11
Cc1nc2ccc(C(=O)Nc3cccc(OCC(=O)N(C)C)c3)cn2c1N(C)CC1CCCCC1	10	5
CCc1cc2c(NCCN3CCCCC3)ncnc2s1	-11	-5
Nc1nonc1-n1nncc1-c1ccccc1	7	-1
CC(OC(=O)/C=C/c1ccccc1)C(=O)N1CCc2ccccc21 (stereo not drawn)	-15	2
COc1ccc(OC)c2sc(N(CCCN(C)C)C(=O)CCS(=O)(=O)c3ccccc3)nc12	15	-12
O=C(NNC1CCN(Cc2ccccc2)CC1)c1ccccc1	1	0
Cc1cc(C)nc(CCNC(=O)c2cc(COc3ccc(F)cc3Cl)on2)n1	-5	4
Cc1ccccc1CSCC(=O)NC1CCCC1	-2	5
NC(=O)NOCc1cccc(Cl)c1	13	-4
COc1ccc(CC(=O)Oc2ccc(F)c(F)c2)cc1S(=O)(=O)N1CCOCC1	4	-4
O=C(O)CNC(=O)/C(=C\c1cccc([N+](=O)[O-])c1)NC(=O)c1ccco1	-7	4
COc1ccc2cc(C3=CC(=O)CCC3)ccc2c1	-7	39
CC(C)CCn1nc(C(=O)Nc2nc3c(s2)CCCC3)c2ccccc2c1=O	24	-2
CC(=O)Nc1sc(C)c(C)c1C(=O)OCC(=O)N(Cc1ccccc1)C(C)C	-86	-2
CN(C)c1ccc(C(CNS(=O)(=O)c2ccc([N+](=O)[O-])cc2)N2CCCC2)cc1 (stereo not drawn)	8	4
COC(=O)[C@H]1[C@@H](C)N(Cc2ccccc2)C(=O)N[C@H]1c1ccccc1	1	-9
CN1C(C(=O)Nc2ccccn2)=C(O)c2ccccc2S1(=O)=O	3	-2
COc1ccc(C2CCCCCN2C(=O)C2CCN(S(=O)(=O)c3ccc(C)cc3)CC2)cc1 (stereo not drawn)	-13	-6
CCC(C)(O)c1[nH]c2ccc(C#N)cc2c1C (stereo not drawn)	-17	1
Cn1c(=N)n(CC(O)c2cccc3ccccc23)c2ccccc21 (stereo not drawn)	11	16
CCc1cc(=O)oc2cc(OC(C)C(=O)O)c(Cl)cc12 (stereo not drawn)	-5	11
Cc1onc(-c2ccccc2Cl)c1C(=O)NNC(=O)C1CCN(Cc2ccccc2)CC1	1	-10
CC(Oc1ccc(C#N)cc1)C(=O)Nc1ccc(-n2cnnn2)cc1 (stereo not drawn)	8	2

(continued)
SMILES	TAG inh	TAG inh DAPI viability
CC/C(C)=C1/NC(=O)NC1=O	4	10
CCn1nnnc1SCC(=O)N(C1CCCCC1)C1CCCCC1	8	-5
C=CCc1cccc2cc(C(=O)Nc3ccc(NC(C)=O)cc3)c(=O)oc12	6	1
Cc1c(Cl)cccc1S(=O)(=O)N1CCC(C(=O)NNC(=O)C2CC2)CC1	3	5
CC1(C)C(=O)Nc2ccccc2N1C(=O)CSc1ncccn1	2	-7
Cc1ccc(C(=O)NC(C)C(c2cccs2)N2CCCC2)s1 (stereo not drawn)	4	-3
COc1ccc(CNc2nc(NCc3ccc(OC)cc3)n(S(C)(=O)=O)n2)cc1	16	-8
Cc1[nH]n(C)c(=O)c1N=Nc1ccc(S(C)(=O)=O)cc1	15	3
CCCCCC(=O)Nc1ccc2oc(-c3ccncc3)nc2c1	4	-6
COC(=O)Cc1c(O)ccn(Cc2ccc(Cl)c(Cl)c2)c1=O	3	-4
COc1ccccc1CNC(=O)c1cccc(S(=O)(=O)N(C)c2ccccc2)c1	-7	-5
COCCNC(=O)CN1c2ccccc2CC1C (stereo not drawn)	-13	3
Cc1cccc(NC(=O)CSc2nccn2Cc2ccco2)c1	-5	-4
CC(NC(=O)CCNS(=O)(=O)c1ccccc1)c1ccccc1 (stereo not drawn)	3	3
Cc1ccc2cc3c(nc2c1)N(Cc1ccco1)CC3	4	0
CCNCc1ccc(OCc2cccs2)c(OCC)c1	0	3
CC1C2Cn3c(nc4ccccc43)C1N(C(C)C)O2 (stereo not drawn)	-4	-2
O=C(Oc1c(-c2ccccc2)c(=O)n2c3c(cccc13)CC2)c1ccc(Cl)cc1	-5	2
CCN1CCN(C(=S)Nc2ccsc2C(=O)OC)CC1	-5	8
Cc1cc(OC(C)C(=O)N/N=C/CC(C)c2ccccc2)ccc1Cl (stereo not drawn)	-1	3
COc1ccccc1NS(=O)(=O)c1cccc(NC(=O)Nc2ccc(Cl)cc2)c1	-51	-9
CCOC(=O)c1ccccc1NC(=O)Cc1ccc(S(=O)(=O)N2CCCC2)s1	-4	5
O=C(Nc1cccc(NC(=O)c2ccccc2Cl)c1)c1ccco1	14	-6
CC(Sc1nnc(C2CC2)n1C1CC1)C(=O)NCc1cccs1 (stereo not drawn)	9	-8
COc1cccc(C(=O)Nc2ccc(C(=O)NCC3CCCO3)cc2)c1 (stereo not drawn)	-2	2

3 structures already listed, sorted by SMILES length, largest number first:
SMILES	TAG inh	TAG inh DAPI viability
CC(Sc1nnc(C2CC2)n1C1CC1)C(=O)NCc1cccs1 (stereo not drawn)	9	-8
CC1(C)C(=O)Nc2ccccc2N1C(=O)CSc1ncccn1	2	-7
Cc1ccc2cc3c(nc2c1)N(Cc1ccco1)CC3	4	0

Going on with the list:
SMILES	TAG inh	TAG inh DAPI viability
Cc1ccc(/C=C/C(=O)Nc2cc(S(=O)(=O)N3CCOCC3)ccc2N2CCOCC2)cc1	9	-18
O=C(NCCC(=O)N1CCN(c2ccccn2)CC1)c1ccc(Cl)cc1	-4	3
CC(=O)Nc1cc(-c2ccc(C(=O)N3CCOCC3)cc2)cn2c(-c3cccc(C(F)(F)F)c3)cnc12	18	-22
COc1ccc(CCCNC(=O)C2CCC(=O)N(CCc3cccc(F)c3)C2)cc1 (stereo not drawn)	17	-5
CCOC(=O)C1CCN(C(=O)c2c(C)oc3c2C(=O)c2ccccc2C3=O)CC1	83	-78
COc1ccc(OC)c2[nH]c(=O)c(CCNC(=O)c3cc4ccccc4o3)cc12	-11	-15
O=[N+]([O-])c1cc(S(=O)(=O)N2CCCC2)ccc1NCCCN1CCOCC1	1	4
CCCCOC(=O)C1=C(C)N(C)C(=O)NC1c1cc2c(cc1Br)OCO2 (stereo not drawn)	-10	13
CCN(CCCNC(=O)CN(C)S(=O)(=O)c1cccc2nsnc12)c1ccccc1	4	-13
Cc1ccc2oc(C(=O)N3CCN(C)C[C@@H]3C(C)C)c(C)c2c1	5	2
Cc1ccc(C(=O)N2CCCC2)cc1Br	-27	21
Cc1ccc2nc(CSc3nnc4ccccn34)cc(=O)n2c1	-12	-3
COC(=O)c1sc(-c2ccc(C(C)(C)C)cc2)cc1NC(=O)c1ccccc1C(=O)O	5	6
C=CCN(C(=O)c1cccc(C(F)(F)F)c1)C1(C(=O)Nc2ccccc2)CCN(C(C)C)CC1	-7	7
COc1ccc(NC(=O)CN(C)CC(=O)NCC(=O)Nc2ccc(F)cc2)cc1	16	2
CCOc1cc(C2/C(=C(\O)c3cc(C)ccc3C)C(=O)C(=O)N2CCN(C)C)ccc1O (stereo not drawn)	10	-7
Cc1ccc(S(=O)(=O)Nc2nc(C)c(C(=O)NNS(=O)(=O)c3ccccc3)s2)cc1	-10	8
O=C(/C=C/c1ccc(OCCCF)cc1)NCc1cccc(Cl)c1	26	-5
NC(=O)CN1CCOCCOCCOCCOCCOCC1	6	-2
c1ccc(-n2nnc3ccccc32)cc1	1	-7
COc1cc(OC)cc(C(=O)Nc2ccccc2C(=O)N2CCCC2)c1	-1	8
COCCCNC(=S)NC(=O)c1ccccc1	-12	-4
COc1cccc(NC(=O)C/C(C)=N/NC(=O)c2ccccc2Cl)c1	-4	-8
CC(=O)N1CCC(N(CCN2CCOCC2)C(=S)Nc2ccc(C)cc2C)CC1	-3	5
CCOC(=O)CSc1ncccn1	3	4

The listing continues:
SMILES	TAG inh	TAG inh DAPI viability
Cn1ncc(Cl)c1C(=O)N1CCN(S(=O)(=O)c2ccc(F)cc2)CC1	-7	2
Cc1nc(-c2ccccc2)ccc1C(=O)O	-5	10
CC(C)c1ncc(S(=O)(=O)c2ccc(C(F)(F)F)cn2)c(N)n1	-22	12
COc1ccc(C(=O)c2ccccc2Cl)cc1	-2	-3
N=c1n(CCN2CCCCC2)c2ccccc2n1CC(O)COc1ccccc1 (stereo not drawn)	8	18
O=C(NNC1CC(=O)N(c2ccccc2)C1=O)c1cccnc1 (stereo not drawn)	1	-4
COc1ccccc1OCC(=O)Nc1c2c(nn1-c1ccc(C)cc1)CS(=O)(=O)C2	4	-2
COc1ccccc1NC(=O)O/N=C(\N)c1ccccc1	-3	1
Cc1ccc(CN2CCN(CC(=O)O)C2=O)cc1	14	-1
CC(=O)c1ccccc1NC(=O)COC(=O)C1COc2ccccc2O1 (stereo not drawn)	6	-3
COc1ccc(CNc2ccc(N3CCN(C(C)=O)CC3)cc2)cc1OC	2	-1
Cn1cncc1C#Cc1ccc2cc(C3(O)CCCCC3)oc(=O)c2c1	-21	-3
COc1ccc(CNC(=O)c2cccc(S(=O)(=O)N3CCN(c4ccc(F)cc4)CC3)c2)cc1	-8	-4
NS(=O)(=O)c1ccc(CCNC(=O)CCc2ccccc2)cc1	-1	-9
CSc1nc(C)c(C(=O)C[n+]2ccccc2)cc1C#N	3	1
CCC(=O)N(c1ccc(C(=O)O)cc1)c1nc(-c2ccc(OC)cc2)c(C)s1	-24	-1
COc1cc2[nH]c(=O)n(CCC(=O)N3CC=C(c4ccccc4)CC3)c(=O)c2cc1OC	-17	-5
CC(O)Cn1c(N2CCCC2)nc2c1c(=O)n(C)c(=O)n2C (stereo not drawn)	2	-1
COc1ccccc1C(=O)NC(CCSC)C(=O)NC1CC1 (stereo not drawn)	5	-3
CC1CCC(C(C)C)C(OC(=O)CSc2nnc(N)s2)C1 (stereo not drawn)	1	1
COc1ccc(/C=C\c2cc(OC)c(OC)cc2CC[N+](C)(C)C)cc1OC	-1	6
ONC(=Nc1cccc(C(F)(F)F)c1)c1cccnc1	-11	8
Cc1c(-c2ccc(F)cc2)[n+](=O)c2c(n1[O-])CCCCC2	0	-7
Cc1ccccc1-n1nnnc1SC1CCOC1=O (stereo not drawn)	-12	-1
COc1cccc(NC(=O)N2CCCc3ccccc32)c1	-1	7

Sorted by SMILES length (low to high): part of the list above
SMILES	TAG inh	TAG inh DAPI viability
CCOC(=O)CSc1ncccn1	3	4
c1ccc(-n2nnc3ccccc32)cc1	1	-7
COCCCNC(=S)NC(=O)c1ccccc1	-12	-4
Cc1nc(-c2ccccc2)ccc1C(=O)O	-5	10
Cc1ccccc1-n1nnnc1SC1CCOC1=O (stereo not drawn)	-12	-1
Cc1ccc(CN2CCN(CC(=O)O)C2=O)cc1	14	-1
COc1cccc(NC(=O)N2CCCc3ccccc32)c1	-1	7
ONC(=Nc1cccc(C(F)(F)F)c1)c1cccnc1	-11	8
COc1ccccc1C(=O)NC(CCSC)C(=O)NC1CC1 (stereo not drawn)	5	-3
CSc1nc(C)c(C(=O)C[n+]2ccccc2)cc1C#N	3	1
CC1CCC(C(C)C)C(OC(=O)CSc2nnc(N)s2)C1 (stereo not drawn)	1	1
O=C(NNC1CC(=O)N(c2ccccc2)C1=O)c1cccnc1 (stereo not drawn)	1	-4
CC(O)Cn1c(N2CCCC2)nc2c1c(=O)n(C)c(=O)n2C (stereo not drawn)	2	-1
CC(=O)c1ccccc1NC(=O)COC(=O)C1COc2ccccc2O1 (stereo not drawn)	6	-3
N=c1n(CCN2CCCCC2)c2ccccc2n1CC(O)COc1ccccc1 (stereo not drawn)	8	18
Cc1c(-c2ccc(F)cc2)[n+](=O)c2c(n1[O-])CCCCC2	0	-7
CC(C)c1ncc(S(=O)(=O)c2ccc(C(F)(F)F)cn2)c(N)n1	-22	12
Cn1ncc(Cl)c1C(=O)N1CCN(S(=O)(=O)c2ccc(F)cc2)CC1	-7	2
COc1ccc(/C=C\c2cc(OC)c(OC)cc2CC[N+](C)(C)C)cc1OC	-1	6
CCC(=O)N(c1ccc(C(=O)O)cc1)c1nc(-c2ccc(OC)cc2)c(C)s1	-24	-1
COc1ccccc1OCC(=O)Nc1c2c(nn1-c1ccc(C)cc1)CS(=O)(=O)C2	4	-2
COc1cc2[nH]c(=O)n(CCC(=O)N3CC=C(c4ccccc4)CC3)c(=O)c2cc1OC	-17	-5
COc1ccc(CNC(=O)c2cccc(S(=O)(=O)N3CCN(c4ccc(F)cc4)CC3)c2)cc1	-8	-4

Next part:
SMILES	TAG inh	TAG inh DAPI viability
CCCCN1C(=O)C(CC(=O)NC2CCCCC2)CC(C(=O)N(C(C)C)C(C)C)=C1C (stereo not drawn)	6	-10
COc1ccc(NC(=O)CSc2nnc(C)c(=O)n2N)cc1	19	0
COc1ccc(C2=NN(C(=O)CSc3nc4ncc(Cl)cc4[nH]3)C(c3ccco3)C2)cc1 (stereo not drawn)	1	-9
Cc1ccc(C)c(S(=O)(=O)N2CCN(C(=O)/C=C/c3ccco3)CC2)c1	-17	3
O=C(N/N=C/c1ccccn1)C(O)c1ccccc1 (stereo not drawn)	-14	3
COc1cc(OC)cc(C(=O)N2CCN(S(C)(=O)=O)CC2)c1	-13	-12
COc1ccc([N+](=O)[O-])cc1NC(=O)c1ccccc1SC	-19	4
COc1ccc(CCN2CC(C(=O)NCCc3ccccc3)CC2=O)cc1OC (stereo not drawn)	-2	10
Cc1ccc(OCC(=O)Nc2oc(-c3ccccc3)c(-c3ccccc3)c2C#N)cc1	-8	0
O=C(Cc1ccccc1)N1CCN(c2ncccn2)CC1	2	-17
Cc1ccc2c(c1)nnn2C1CCN(S(=O)(=O)c2cccc(S(=O)(=O)N(C)C)c2)CC1	3	5
COc1ccc(CNC(=O)Cn2ncn3c(cc4ccccc43)c2=O)cc1	-5	10
CCOC(=O)Nc1sc(C(=O)N(CC)CC)c(C)c1C(=O)OCC	6	9
Cc1ccc(S(=O)(=O)N2CCOCC2)cc1NC(=O)COC(=O)c1ccc2c(c1)OCCO2	14	-6
